SUMO1 PPI mod: modulators of human SUMO1-mediated protein-protein interactions. SUMO1 binding to a labelled peptide, TR-FRET, 1 h. 360,000 compounds, 0.33% hits. inhibition, % at 20 µM. AID 602429. P63165; in the data active = inhibition above about 37%
LMPTP block: blocks human LMPTP phosphatase; P24666; recombinant LMPTP-A, OMFP fluorogenic substrate, fluorescence intensity; inhibition, % at 20 µM; 360,000 compounds, 0.22% hits;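 active = compounds that cut the enzyme signal by at least half of the control window in the single-dose screen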;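 note: plate controls were DMSO wells with enzyme plus substrate for no effect and substrate without enzyme for full effect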
Target sequence (P24666 whole entry, looked up): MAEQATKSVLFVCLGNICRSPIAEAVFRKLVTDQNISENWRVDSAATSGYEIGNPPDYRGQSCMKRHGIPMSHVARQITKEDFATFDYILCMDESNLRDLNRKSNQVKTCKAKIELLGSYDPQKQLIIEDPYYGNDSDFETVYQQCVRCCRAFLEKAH
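Test system: LMPTP-A phosphatase enzyme. Amount: LMPTP-A at 0.625 nM final in the reaction. Reagent: OMFP substrate, 400 µM final. Times: 50 min at room temperature. Signal: endpoint fluorescence intensity from OMFP dephosphorylation. Read-out basis: % inhibition. Benchmarks: no-enzyme and uninhibited controls.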
CSN inh: CSN deneddylation inhibition. 360,000 compounds, 0.38% hits. inhibition, % at 12.5 µM. AID 651999. Q92905. Purified CSN, SCF-Nedd8-OG deneddylation, fluorescence polarization;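 active = pattern-corrected inhibition above about 35%, with an unprinted fluorescence ratio check between 0.5 and 1.5, limit read from the data, passing the limit was not always enough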;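 note: 0% = enzyme with substrate and 100% = substrate without enzyme; some results filed as inactive read as strong as hits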
Target sequence (Q92905 whole entry, looked up, one chain of several): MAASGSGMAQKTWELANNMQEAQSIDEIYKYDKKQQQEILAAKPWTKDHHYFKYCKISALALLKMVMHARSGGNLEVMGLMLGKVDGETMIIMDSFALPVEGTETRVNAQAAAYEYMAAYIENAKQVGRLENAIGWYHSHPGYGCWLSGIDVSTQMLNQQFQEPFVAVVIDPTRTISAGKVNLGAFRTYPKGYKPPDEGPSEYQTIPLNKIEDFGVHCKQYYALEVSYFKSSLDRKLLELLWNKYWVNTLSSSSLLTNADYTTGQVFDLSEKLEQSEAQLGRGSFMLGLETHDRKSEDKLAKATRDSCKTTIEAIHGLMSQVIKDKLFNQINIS
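Assay system: purified human Csn5 enzyme expressed in HEK293T cells; Input: 0.24 nM Csn5 enzyme, final concentration; Reagent: 10 nM SCFSkp2-Nedd8OG; Compound dosing: 12.5 µM single point; Times: reaction 90 min, room temperature; Technique: fluorescence polarization readout.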
PABP1 MLLE inh: blocks PAM2 peptide binding to the PABP1 MLLE domain; GST-MLLE / FITC-PAM2 fluorescence polarization; inhibition, % at 20 µM; 360,000 compounds, 0.36% hits; in the data active = inhibition above about 35%, passing the limit was not always enough;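 note: plate controls were DMSO wells with GST-MLLE for no effect and wells lacking GST-MLLE protein for full effect; some results filed as inactive read as strong as hits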
Scp1 inh: Scp-1 (human) phosphatase inhibition; Q9GZU7; 340,000 compounds, 0.88% hits; inhibition, % at 20 µM; Recombinant Scp1, phosphopeptide, malachite green phosphate absorbance; AID 493091;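 active = inhibition above about 50% at 20 µM, limit read from the data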;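 note: plate controls were DMSO wells with enzyme for no effect and wells lacking enzyme for full effect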
Target sequence (Q9GZU7 76-261 limits assumed): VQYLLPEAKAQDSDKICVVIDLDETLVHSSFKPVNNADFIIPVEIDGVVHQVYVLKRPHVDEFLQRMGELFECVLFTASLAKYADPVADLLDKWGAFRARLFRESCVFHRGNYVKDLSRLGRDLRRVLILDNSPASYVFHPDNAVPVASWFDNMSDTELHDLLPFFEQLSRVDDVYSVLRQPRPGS
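System: SCP-1 catalytic domain; Reagent: Phospho 17-mer peptide substrate; Doses: one concentration, 20 µM, with 1.0% DMSO; Incubation: 45 min room-temperature reaction, 5 min colour, 30 min stabiliser; Signal: Phosphate-binding colour reagent, absorbance read at 630 nm.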
NadD inh: inhibitors of Staphylococcus aureus NadD; purified NadD enzyme, colorimetric absorbance read-out; inhibition, % at 20 µM; 360,000 compounds, 0.78% hits; in the data active = inhibition above about 26%; note: some compounds past the cut are filed as inactive
Tb MetRS inh: blocks T. brucei methionyl-tRNA synthetase activity; AID 624268; 360,000 compounds, 0.4% hits; inhibition, % at 11.9 µM; purified T. brucei MetRS, ATP depletion, Kinase-Glo luminescence;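 active = inhibition above a per-plate cutoff of the control wells' mean inhibition plus 3 SD, cut at about 5.5% in these data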;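 note: 0% = DMSO wells median and 100% = median of wells with control inhibitor compound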
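Material: parasite MetRS enzyme / Replication: singlicate, one well per compound / Signal: luminescence of leftover ATP / Schedule: 2 h aminoacylation at 25 °C after 15 min preincubation / Medium: HEPES-MgCl2-KCl buffer plus DTT, spermine, BSA, pyrophosphatase / Doses: 11.9 µM single point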
DNMT1 block: blocks human DNA methyltransferase DNMT1 | P26358 | DNMT1 molecular beacon, Hinp1I cleavage, fluorescence | inhibition (reported as % activation of signal), % at 10 µM | 360,000 compounds, 0.83% hits | AID 588458; in the data active = inhibition above about 50%
STEP block: STEP (human) phosphatase inhibition. P54829. recombinant STEP, OMFP fluorogenic substrate, fluorescence. inhibition, % at 20 µM. 360,000 compounds, 0.25% hits. AID 588621;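 active = inhibition at 20 µM, scaled per plate between control wells, above about 37%, limit read from the data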;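 note: 0% = DMSO with enzyme and substrate and 100% = substrate only without enzyme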
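Also added – OMFP at 25 µM · Test system – STEP tyrosine phosphatase · Technique – FITC-channel fluorescence of OMFP product · Schedule – 20 min at room temperature, dark · Evaluation – control-normalized % inhibition with plate pattern correction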
Rpn11 block: blocks the human proteasome subunit Rpn11; O00487; human 26S proteasome, Ub4-pepOG fluorescence polarization; 20S core pre-blocked with epoxomicin; calls only at 20 µM; 360,000 compounds, 0.59% hits;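 active = inhibition at 20 µM, scaled to each plate's controls, above about 33%, limit read from the data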
Target sequence (O00487 whole entry, looked up): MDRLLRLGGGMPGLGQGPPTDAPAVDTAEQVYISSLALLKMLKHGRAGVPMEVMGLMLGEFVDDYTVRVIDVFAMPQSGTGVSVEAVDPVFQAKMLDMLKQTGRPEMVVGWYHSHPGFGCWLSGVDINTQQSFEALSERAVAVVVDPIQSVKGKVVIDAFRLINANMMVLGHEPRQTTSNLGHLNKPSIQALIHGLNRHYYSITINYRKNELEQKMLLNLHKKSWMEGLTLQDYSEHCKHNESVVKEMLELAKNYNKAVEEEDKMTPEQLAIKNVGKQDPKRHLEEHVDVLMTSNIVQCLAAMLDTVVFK
Active calls of the source: *.

For CN1CCN(C(=O)c2cc3c(c(-c4cccc(Br)c4)n2)[C@H](CCO)N(S(=O)C(C)(C)C)C3)CC1 (stereo partly drawn) the results were SUMO1 PPI mod 2, LMPTP block -1.8, CSN inh -7, PABP1 MLLE inh 0, NadD inh -5, Tb MetRS inh 0.4, DNMT1 block -6, STEP block -2 and Rpn11 block inactive.
For O=C(O)c1c2c(nc3ccccc13)-c1ccccc1CC2 the results were SUMO1 PPI mod 7, LMPTP block -0.2, CSN inh -17, PABP1 MLLE inh 9, Scp1 inh -5, NadD inh 3, Tb MetRS inh -0.2, DNMT1 block -2, STEP block -1 and Rpn11 block inactive.
Cc1cc(C(=O)N(C)CC2CCCN(CCc3ccc(F)cc3)C2)c(C)o1 (stereo not drawn) was read as SUMO1 PPI mod -2, LMPTP block -0.5, CSN inh -5, PABP1 MLLE inh -22, Scp1 inh 1, NadD inh -2, Tb MetRS inh 0.0, DNMT1 block -1, STEP block -1 and Rpn11 block inactive.
For Cc1ccc(-c2nnc(SCC(=O)Nc3ccc4c(c3)oc3ccccc34)n2C)c(Cl)c1 the results were SUMO1 PPI mod -2, LMPTP block 4.3, CSN inh 0, PABP1 MLLE inh 3, Scp1 inh -2, NadD inh 23, Tb MetRS inh -0.8, DNMT1 block -10, STEP block -2 and Rpn11 block inactive.
For CC(=O)NC1=CC(=C[N+](=O)[O-])C=C1O the results were SUMO1 PPI mod -27, LMPTP block 1.2, CSN inh -4, PABP1 MLLE inh 0, Scp1 inh 17, NadD inh 2, Tb MetRS inh -0.6, DNMT1 block 0, STEP block -1 and Rpn11 block inactive.
COc1ccc(S(=O)(=O)Nc2ccc3c(c2)C(=O)N([C@@H](C)CO)C[C@@H](C)[C@H](CN(C)C(=O)CCCN(C)C)OCCCC[C@H](C)O3)cc1 was read as SUMO1 PPI mod -1, LMPTP block -2.8, CSN inh 4, PABP1 MLLE inh 5, NadD inh 3, Tb MetRS inh -1.2, DNMT1 block 7, STEP block 1 and Rpn11 block inactive.
`COc1cccc(N(C(=O)c2csnn2)C(C(=O)NC2CCCC2)c2ccccc2)c1` (stereo not drawn) gave SUMO1 PPI mod 2, LMPTP block -0.5, CSN inh 0, PABP1 MLLE inh 1, Scp1 inh -7, NadD inh -4, Tb MetRS inh -0.5, DNMT1 block 1, STEP block -2 and Rpn11 block inactive.
COC(=O)c1c(C)oc2ccc(OC(=O)c3cccs3)cc12 was read as SUMO1 PPI mod -1, LMPTP block 1.9, CSN inh -8, PABP1 MLLE inh -2, Scp1 inh -11, NadD inh -9, Tb MetRS inh -0.8, DNMT1 block 2, STEP block 2 and Rpn11 block inactive.
Screening COc1ccc(-c2nc(CSCC(=O)N3CCN(C4CCCCC4)CC3)c(C)o2)cc1OC returned SUMO1 PPI mod 5, LMPTP block -2.1, CSN inh -4, PABP1 MLLE inh 9, Scp1 inh 4, NadD inh 1, Tb MetRS inh -0.3, DNMT1 block 0, STEP block -2 and Rpn11 block inactive.
`CCC1CCCCN1CCCNC(=O)c1ccc2nc(N3CCC(C)CC3)sc2c1` (stereo not drawn) gave SUMO1 PPI mod 0, LMPTP block -1.6, CSN inh -2, PABP1 MLLE inh -11, Scp1 inh -3, NadD inh -10, Tb MetRS inh -0.2, DNMT1 block -2, STEP block 1 and Rpn11 block inactive.
`CC(=O)NC(CC(=O)O)c1ccc([N+](=O)[O-])cc1` (stereo not drawn) gave SUMO1 PPI mod -9, LMPTP block -2.6, CSN inh -5, PABP1 MLLE inh -3, Scp1 inh 9, NadD inh -4, Tb MetRS inh -0.4, DNMT1 block 10, STEP block 0 and Rpn11 block inactive.
For COc1cc(/C=C/C(=O)OCC(=O)c2c[nH]c3ccccc23)ccc1OC(F)F the results were SUMO1 PPI mod -1, LMPTP block 2.0, CSN inh 7, PABP1 MLLE inh -12, Scp1 inh -15, NadD inh -5, Tb MetRS inh 6.3*, DNMT1 block -9, STEP block 2 and Rpn11 block inactive.
For OC(COCc1ccc(Cl)cc1)CN1CCN(CC(O)COCc2ccc(Cl)cc2)CC1 (stereo not drawn) the results were SUMO1 PPI mod 0, LMPTP block -0.6, CSN inh 4, PABP1 MLLE inh 10, Scp1 inh -5, NadD inh -5, Tb MetRS inh 0.2, DNMT1 block -2, STEP block -1 and Rpn11 block inactive.
For COc1ccc(-c2cc3ncnc(Cl)c3s2)cc1 the results were SUMO1 PPI mod -29, LMPTP block -1.8, CSN inh 4, PABP1 MLLE inh -43, Scp1 inh -15, NadD inh -2, Tb MetRS inh 0.2, DNMT1 block -2, STEP block 2 and Rpn11 block inactive.
For Cc1ccccc1NS(=O)(=O)c1ccc(C)c(C(=O)N2CCOCC2)c1 the results were SUMO1 PPI mod 5, LMPTP block -0.3, CSN inh 0, PABP1 MLLE inh 4, Scp1 inh 1, NadD inh 0, Tb MetRS inh 0.3, DNMT1 block -4, STEP block -2 and Rpn11 block inactive.

A draw from above in order of SMILES length, falling:
Screening COc1ccc(-c2nc(CSCC(=O)N3CCN(C4CCCCC4)CC3)c(C)o2)cc1OC returned SUMO1 PPI mod 5, LMPTP block -2.1, CSN inh -4, PABP1 MLLE inh 9, Scp1 inh 4, NadD inh 1, Tb MetRS inh -0.3, DNMT1 block 0, STEP block -2 and Rpn11 block inactive.
For OC(COCc1ccc(Cl)cc1)CN1CCN(CC(O)COCc2ccc(Cl)cc2)CC1 (stereo not drawn) the results were SUMO1 PPI mod 0, LMPTP block -0.6, CSN inh 4, PABP1 MLLE inh 10, Scp1 inh -5, NadD inh -5, Tb MetRS inh 0.2, DNMT1 block -2, STEP block -1 and Rpn11 block inactive.
COC(=O)c1c(C)oc2ccc(OC(=O)c3cccs3)cc12 was read as SUMO1 PPI mod -1, LMPTP block 1.9, CSN inh -8, PABP1 MLLE inh -2, Scp1 inh -11, NadD inh -9, Tb MetRS inh -0.8, DNMT1 block 2, STEP block 2 and Rpn11 block inactive.
For O=C(O)c1c2c(nc3ccccc13)-c1ccccc1CC2 the results were SUMO1 PPI mod 7, LMPTP block -0.2, CSN inh -17, PABP1 MLLE inh 9, Scp1 inh -5, NadD inh 3, Tb MetRS inh -0.2, DNMT1 block -2, STEP block -1 and Rpn11 block inactive.
For CC(=O)NC1=CC(=C[N+](=O)[O-])C=C1O the results were SUMO1 PPI mod -27, LMPTP block 1.2, CSN inh -4, PABP1 MLLE inh 0, Scp1 inh 17, NadD inh 2, Tb MetRS inh -0.6, DNMT1 block 0, STEP block -1 and Rpn11 block inactive.

Other results:
`CC(C)OCCCNC(=S)NNC(=O)c1ccc(Cl)c(Cl)c1` gave SUMO1 PPI mod 18, LMPTP block -0.4, CSN inh 15, PABP1 MLLE inh -17, Scp1 inh -10, NadD inh 2, Tb MetRS inh -0.5, DNMT1 block 1, STEP block 0 and Rpn11 block inactive.
For COc1ccc(OCCC(=O)Nc2cc3c(cc2C(=O)O)OCCCO3)cc1 the results were SUMO1 PPI mod 3, LMPTP block -0.8, CSN inh 0, PABP1 MLLE inh -2, Scp1 inh -8, NadD inh 4, Tb MetRS inh 0.0, DNMT1 block 4, STEP block 0 and Rpn11 block inactive.
`CC(C)n1nnnc1C1c2ccccc2C(=O)N1Cc1cccs1` (stereo not drawn) gave SUMO1 PPI mod 1, LMPTP block 0.3, CSN inh 0, NadD inh -3 and Tb MetRS inh -1.6.
O=C(CCN1CCN(Cc2ccccc2)CC1)NNC(=O)Cc1ccc(Cl)c(Cl)c1 was read as SUMO1 PPI mod -2, LMPTP block -1.4, CSN inh 1, PABP1 MLLE inh -35, Scp1 inh -2, NadD inh -5, Tb MetRS inh -0.4, DNMT1 block -1, STEP block -1 and Rpn11 block inactive.
CC(=O)NC1(c2ccccc2)CCN(C(=O)N2CCOCC2)CC1 was read as SUMO1 PPI mod -3, LMPTP block 0.8, CSN inh 1, PABP1 MLLE inh 0, Scp1 inh 1, NadD inh -4, Tb MetRS inh -0.7, DNMT1 block 1, STEP block 0 and Rpn11 block inactive.
For CN1CCC(N(C)C(=O)c2cc(S(=O)(=O)N(C)c3ccccc3)ccc2Cl)CC1 the results were SUMO1 PPI mod 3, LMPTP block -7.2, CSN inh -7, PABP1 MLLE inh 12, Scp1 inh 4, NadD inh -6, Tb MetRS inh -0.1, DNMT1 block 4, STEP block -3 and Rpn11 block inactive.
`C[C@@]12C(=O)Nc3cc(Cl)ccc3C(=O)N1[C@H]1c3cc(Br)ccc3OC[C@@H]1[C@@H]2c1ccccc1` gave SUMO1 PPI mod 1, LMPTP block 0.1, CSN inh 4, PABP1 MLLE inh -10, Scp1 inh -6, NadD inh 10, Tb MetRS inh -0.3, DNMT1 block 0, STEP block 2 and Rpn11 block inactive.
Screening C=CCn1c(SCC(=O)Nc2sc3c(c2C#N)CCC(C)C3)nc2cc(C(=O)O)ccc2c1=O (stereo not drawn) returned SUMO1 PPI mod 16, LMPTP block 1.7, CSN inh 19, PABP1 MLLE inh 2, Scp1 inh 22, NadD inh 29, Tb MetRS inh -0.3, DNMT1 block 0, STEP block 3 and Rpn11 block inactive.
For O=[N+]([O-])c1cccc(COc2ncnc3cc([N+](=O)[O-])ccc23)c1 the results were SUMO1 PPI mod -27, LMPTP block -1.4, CSN inh 4, PABP1 MLLE inh -14, Scp1 inh -13, NadD inh 1, Tb MetRS inh -0.3, DNMT1 block -5, STEP block 3 and Rpn11 block inactive.
`CCOc1ccc(-c2csc(NC(=O)CSCC(=O)O)n2)c2ccccc12` gave SUMO1 PPI mod -16, LMPTP block 0.4, CSN inh 6, PABP1 MLLE inh 34, Scp1 inh 2, NadD inh 3, Tb MetRS inh -0.6, DNMT1 block -8, STEP block 2 and Rpn11 block inactive.
Screening COc1cc(CCCN2C(N)=NC[C@H]2Cc2ccc(O)cc2)cc(OC)c1OC returned SUMO1 PPI mod 1, LMPTP block -2.1, CSN inh 3, PABP1 MLLE inh -7, Scp1 inh 1, NadD inh -6, Tb MetRS inh -0.6, DNMT1 block 2, STEP block 0 and Rpn11 block inactive.

Compound activity from PubChem BioAssay.
